SRC3 TRFRET art: flags TR-FRET format artefacts in PPARgamma SRC-3 recruitment agonist screen. TR-FRET ratio at 8 µM. hit rate 0.39% among 99,000. TR-FRET artefact counter-screen, PPARgamma/SRC-3 format; hits give high values. AID 1048; in the data active = TR-FRET ratio above about 2000; also: inactives centre near 1600; reference of the scale not given here
SRC1 TRFRET art: counter-screen for PPARgamma SRC-1 recruitment agonists: TR-FRET artefact. TR-FRET detection artefact counter-screen, emission ratio; hits give high values. TR-FRET ratio at 8 µM. hit rate 0.34% among 99,000; in the data active = TR-FRET ratio above about 2300; also: inactives centre near 1800; reference of the scale not given here
Starred values were filed as active, the others as inactive.

SMILES | SRC3 TRFRET art | SRC1 TRFRET art
COc1ccc(/C=N/Nc2ccc(C(=O)O)cc2)cc1Br | 1826 | 1984
C/C(=N\NC(=S)Nc1cc(S(=O)(=O)N2CCOCC2)ccc1Cl)c1ccccc1F | 1549 | 1817
CN(C)S(=O)(=O)N1CCC(Cc2ccccc2)CC1 | 1556 | 1864
COc1cc(C(N)=O)cc(Cl)c1OC | 1538 | 1938
COC(=O)c1sccc1NC(=O)COc1ccc(Cl)cc1 | 1494 | 1880
Cn1c(=O)c2[nH]c(N3CCN(c4ccccn4)CC3)nc2n(C)c1=O | 1640 | 1694
COc1cccc(OC)c1OCCCOc1cccc2cccnc12 | 1609 | 1705
CN(Cc1ccon1)C(=O)CCc1nnc(Cc2ccc(-c3ccccc3)cc2)o1 | 1548 | 1818
S=c1nc(-c2ccccc2)[nH]c2ccccc12 | 1645 | 1921
Cc1ccc(S(=O)(=O)Nc2cccc(N(C)S(C)(=O)=O)c2)cc1[N+](=O)[O-] | 1397 | 1730
CCOP(=O)(OCC)C(NC(=O)Nc1ccc(Cl)cc1)c1ccccc1 (centres undefined) | 1698 | 1718
CC1CCCC(NC(=O)c2cccc(N3CCCC3=O)c2)C1C (centres undefined) | 1676 | 1640
Cc1ccc(C(=O)Nc2nnc(C)s2)cc1 | 1381 | 1735
N#CCCN1CCN(S(=O)(=O)c2ccc(S(=O)(=O)NCC3CCCO3)cc2)CC1 (centres undefined) | 1578 | 1929
Cc1ccc(NC(=O)C(NC2CCCc3ccccc32)c2ccccc2)cc1Cl (centres undefined) | 1468 | 1814
Cc1[nH]nc2c1C(c1cccs1)C1=C(CCCC1=O)N2 (centres undefined) | 1392 | 1762
CC(=O)Oc1ccc2c(=O)c(N3C(=O)c4ccccc4C3=O)c(C)oc2c1 | 1572 | 1710
COc1ccc(Br)cc1/C=C/C(=O)Nc1ccc(C)cc1 | 1673 | 1754
O=C(Nc1ccccc1N1CCCCC1)c1cnccn1 | 1348 | 1764
COc1ccc(O)c(CNn2c(-c3ccc(Br)cc3)nc3ccccc3c2=O)c1 | 1534 | 1785
CN(C)CCCN1c2ccccc2Sc2ccc(Cl)cc21 | 1469 | 1389
Cc1ccc2c(COC(=O)C34CC5CC(CC(C5)C3)C4)cc(=O)oc2c1 | 1561 | 1702
CCCCNC(=S)N(C)/N=C/c1ccc(OCC(=O)Nc2ccc(OC)cc2)c(OC)c1 | 1477 | 1828
Cc1sc(NC(=O)Cn2cnnn2)nc1-c1ccc(Cl)cc1 | 1561 | 1626
CCCCNC(=O)C(c1ccc(-c2ccccc2)cc1)N(CCN1CCOCC1)C(=O)CCCCCN1C(=O)NC(c2ccc([N+](=O)[O-])cc2)C(C(=O)OCc2ccccc2)=C1C (centres undefined) | 1400 | 1729

Reprinted at random: three compounds from above, in no set order.
SMILES | SRC3 TRFRET art | SRC1 TRFRET art
CCOP(=O)(OCC)C(NC(=O)Nc1ccc(Cl)cc1)c1ccccc1 (centres undefined) | 1698 | 1718
CCCCNC(=O)C(c1ccc(-c2ccccc2)cc1)N(CCN1CCOCC1)C(=O)CCCCCN1C(=O)NC(c2ccc([N+](=O)[O-])cc2)C(C(=O)OCc2ccccc2)=C1C (centres undefined) | 1400 | 1729
Cc1ccc(C(=O)Nc2nnc(C)s2)cc1 | 1381 | 1735

The results go on.
SMILES | SRC3 TRFRET art | SRC1 TRFRET art
COC(=O)CN1C(=O)C(C)=C(c2ccc(C)cc2)S1(=O)=O | 1672 | 1670
Nc1csnc1C(=O)O | 1517 | 1717
Cc1cc(C(=O)OCC(=O)N(C)c2ccccc2)ccc1[N+](=O)[O-] | 1540 | 1529
Cc1ccc2nc(Cl)c(/C=N/NC(=O)c3ccccc3O)cc2c1 | 1497 | 1894
COC(=O)c1c(-c2cccc(C)c2)csc1NC(=O)C1CCCO1 (centres undefined) | 1510 | 1819
Cn1ncc(-c2ccno2)c1C(=O)O | 1533 | 2036
O=C(CN1C(=O)S/C(=C\C=C\c2ccccc2)C1=O)Nc1ccc(O)cc1 | 1604 | 2174
CCC(Oc1ccccc1)C(=O)Nc1ncc([N+](=O)[O-])s1 (centres undefined) | 1583 | 1728
CC1(C)CC(c2nc(-c3ccc([N+](=O)[O-])cc3)cs2)CCO1 (centres undefined) | 1607 | 1921
C[C@]12CC[C@@H]3c4ccc(OC(=O)c5ccccc5)cc4CC[C@H]3[C@@H]1CC[C@@H]2O | 1715 | 1808
COc1ccc(CC(=O)N[C@@H](CCSC)c2nc3ccccc3[nH]2)cc1 | 1493 | 1480
C=CCN1N=C(c2ccc(NC(=O)c3ccccc3)cc2)CSC1=O | 1423 | 1543
O=C(C1=C[C@@H](c2ccccc2)C[C@@H](OCCCCO)O1)N1CCN(Cc2ccc3c(c2)OCO3)CC1 | 1533 | 1573
CC(=O)Nc1nc(-c2ccc([N+](=O)[O-])cc2)cs1 | 1434 | 1760
CCC(C)(C)NC(=O)CN(C(=O)c1csnn1)c1ccccc1-c1ccccc1 | 1671 | 2087
O=C(c1cc([N+](=O)[O-])cc([N+](=O)[O-])c1)N(Cc1nnc(-c2ccccc2Cl)o1)C1CC1 | 1597 | 1652
c1nc(NC2CCCCC2)c2[nH]cnc2n1 | 1669 | 1960
Cc1ccc(S(=O)(=O)NCC2CCC(C(=O)NCc3cccs3)CC2)cc1 (centres undefined) | 1711 | 1574
CCn1c(-c2ccccc2Cl)nn(CC(=O)NCCc2ccccc2)c1=S | 1808 | 1935
CCOc1cc(CNc2ncn[nH]2)ccc1OCC(=O)NC(C)(C)C | 1552 | 1613
COc1ccc(S(=O)(=O)NC(CCSC)C(=O)NC2CCCCC2)cc1 (centres undefined) | 1653 | 1939
O=C(CCCCCN1C(=O)c2ccccc2C1=O)Oc1ccc2c3c(c(=O)oc2c1)CCC3 | 1632 | 1625
O=C(CCC(=O)NNC(=O)COc1ccc(Br)cc1)NCc1ccccc1 | 1489 | 1643
CCOc1cccc(NC(=O)C2CCCN(S(=O)(=O)c3ccc(OC)cc3)C2)c1 (centres undefined) | 1641 | 1692
COc1cc(C)ccc1OCCOCCOc1ccc(C)cc1[N+](=O)[O-] | 1295 | 1735

Single entries from the list:
`CN(Cc1ccon1)C(=O)CCc1nnc(Cc2ccc(-c3ccccc3)cc2)o1` in SRC1 TRFRET art reads 1818
`C[C@]12CC[C@@H]3c4ccc(OC(=O)c5ccccc5)cc4CC[C@H]3[C@@H]1CC[C@@H]2O` in SRC1 TRFRET art reads 1808

(further entries)
SMILES | SRC3 TRFRET art | SRC1 TRFRET art
O=S(=O)(NCCc1ccncc1)c1ccccc1 | 1779 | 1856
COCCNC(=O)c1ccccc1NC(=O)Cc1ccccc1[N+](=O)[O-] | 1469 | 1576
CCn1c(C)nc2cc(C(=O)NNC(=O)c3ccc(Cl)nc3)ccc21 | 1342 | 1579
COc1ccc(OCC(=O)Nc2ccccc2-c2ccccc2)cc1 | 1417 | 1842
COc1ccc(CNC(=O)/C(C#N)=C2\N=C(NC(=O)c3cccs3)c3ccccc32)cc1 | 1608 | 1935
c1ccc(-c2c3ccccc3nc3[nH]c4ccccc4c23)cc1 | 1506 | 1500
Cc1ccccc1OCCNC(=O)c1ccc2ccccc2n1 | 1542 | 1855
CCCC(=O)N1CCN(c2ccc([N+](=O)[O-])cc2Cl)CC1 | 1604 | 1621
O=C(N/N=C/c1ccccc1C(=O)O)c1ccccc1Br | 1826 | 1918
Cc1ccccc1Nc1nnc(SCC(=O)Nc2ncc(C(F)(F)F)cc2Cl)s1 | 1598 | 1702
CCCCNC(=O)Nc1ccnn1C1CCCCC1 | 1482 | 1879
CCOc1cccc(C(=O)NC(c2ccccc2)C(C)C)c1 (centres undefined) | 1528 | 1939
CC1(O)CC(c2ccc(Cl)cc2)=NN1C(=O)c1ccc([N+](=O)[O-])cc1 (centres undefined) | 1731 | 1891
Clc1ccc(/C=C\c2nccc3c2[nH]c2ccccc23)cc1 | 1778 | 1711
CCC(Sc1ccc2nnc(CCNS(=O)(=O)c3ccc(OC)cc3)n2n1)C(=O)OC (centres undefined) | 1739 | 1688
Cc1cccc(C(=O)OCc2cncs2)c1 | 1671 | 1823
O=C(/C=C/Nc1ccc(Oc2ccccc2)cc1)c1ccco1 | 1726 | 1835
CS(=O)(=O)Nc1ccc(C2=NN(S(=O)(=O)c3ccc(F)cc3)C(c3ccco3)C2)cc1 (centres undefined) | 1422 | 1940
COc1cc(CNc2nc(C)c([N+](=O)[O-])c(C)c2C#N)cc(OC)c1OC | 1569 | 1755
S=c1[nH]nc(C2CCCCC2)o1 | 1279 | 1772
COc1cc(C=O)ccc1OC(=O)c1ccc(C(C)C)cc1 | 1468 | 1716
Cc1cccn2c1nc(=S)n2C(=O)c1ccco1 | 1730 | 2114
COc1ccc(S(=O)(=O)Nc2ccc(N3CCOCC3)cc2)cc1[N+](=O)[O-] | 1477 | 1854
O=C(/C=C/c1ccc(Cl)cc1)Nc1ccc(CN2CCOCC2)cc1 | 1718 | 2021
COc1ccc(-n2ccnc2)cc1 | 1761 | 1946

4 entries from above, arranged by molecular weight, smallest number first.
SMILES | SRC3 TRFRET art | SRC1 TRFRET art
CCOc1cccc(C(=O)NC(c2ccccc2)C(C)C)c1 (centres undefined) | 1528 | 1939
O=C(N/N=C/c1ccccc1C(=O)O)c1ccccc1Br | 1826 | 1918
O=C(/C=C/c1ccc(Cl)cc1)Nc1ccc(CN2CCOCC2)cc1 | 1718 | 2021
COc1ccc(CNC(=O)/C(C#N)=C2\N=C(NC(=O)c3cccs3)c3ccccc32)cc1 | 1608 | 1935

(further entries)
SMILES | SRC3 TRFRET art | SRC1 TRFRET art
COc1ccccc1C(=O)Nc1ccc(Br)cc1C | 1612 | 1815
CN(C)c1ccc(C(=O)OCC(=O)NCCC2=CCCCC2)cc1 | 1535 | 1822
COC(=O)c1ccc(N=NN2CCCCCC2)cc1 | 1685 | 1901
CC(=O)NC(c1ccc(C)cc1)c1cc([N+](=O)[O-])c2cccnc2c1O (centres undefined) | 1730 | 1662
Cc1sc(NC(=O)CN(Cc2ccc(F)cc2)C(=O)C(C)(C)C)c(C(N)=O)c1C | 1755 | 1712
Cc1ccc(S(=O)(=O)NN2Cc3ccccc3C2=N)cc1 | 1486 | 1730
CCN(CC)CCNC(=O)NC1CCCCC1 | 1662 | 2229
CC(C)c1onc(C(=O)NC2CCCCC2)c1[N+](=O)[O-] | 1844 | 2007
Cc1ccc(NC(=O)COC(=O)/C(=C/c2cccs2)c2cccs2)cc1S(=O)(=O)N(C)C | 1587 | 1732
O=C(Nc1nc2c(s1)CCCC2)c1nn(Cc2ccccc2)c(=O)c2ccccc12 | 1569 | 1701
C=CCn1c(N)cc(=O)nc1SCC(=O)N(c1ccccc1)c1ccccc1 | 1705 | 1946
COc1ccc(N2CCN(C(=O)COc3ncnc4ccccc34)CC2)cc1 | 1651 | 1906
O=S(=O)(c1ccccc1)N1CCN=C1SCc1ccccc1 | 1430 | 1843
Cc1ccc(C(=O)COC(=O)c2cnccn2)cc1C | 1620 | 1558
Clc1cccc(C2CCN(Cc3nc(COc4ccccc4)no3)C2)c1 (centres undefined) | 1556 | 1793
Cc1ccc(Cc2c[nH]c(=S)s2)cc1 | 1558 | 2003
O=C(N/N=C/c1cc2c(cc1Br)OCO2)c1cccnc1 | 1526 | 1829
COc1ccccc1NC(=O)C1(c2ccccc2)CCCC1 | 1686 | 2078
O=C(CSc1ncnc2ccccc12)c1cccs1 | 1339 | 1540
COc1ccccc1NC(=S)NNC(=O)c1ccncc1 | 1619 | 1921
O=C(Nc1ccc2nc(-c3cccnc3)[nH]c2c1)c1ccco1 | 1608 | 1779
C/C(=N\NC(=O)Cn1ccc(C(F)(F)F)n1)c1ccco1 | 1671 | 1685
Cc1cccc(Nc2nc(NCC3CCCO3)nc(N)c2[N+](=O)[O-])c1 (centres undefined) | 1608 | 1887
Cc1ccc(CC(=O)Nc2ccc(OC(F)F)c(Cl)c2)cc1C | 1671 | 1913
N#C/C(=C/c1ccco1)c1nc2ccccc2s1 | 1857 | 2048
Remaining list, next part
SMILES | SRC3 TRFRET art | SRC1 TRFRET art
Cc1ccc(SCCNC(=O)/C=C/c2cccc([N+](=O)[O-])c2)cc1 | 1493 | 1655
Cc1ccc(C2OCC3(CO2)COC(c2ccc(C)cc2)OC3)cc1 (centres undefined) | 1553 | 1731
Cc1ccc(C(=O)N/C(=C\c2ccc(-c3ccc([N+](=O)[O-])cc3)o2)C(=O)NC2CCS(=O)(=O)C2)cc1 (centres undefined) | 1784 | 1975
Cc1ccc2nc(Cl)c3cc(C(=O)N(CCN(C)C)Cc4ccco4)sc3c2c1 | 1528 | 1566
O=C(O)c1ccc2c3c(cccc13)C(=O)N(c1cccc3ccccc13)C2=O | 1598 | 1645
O=C(/C=C/c1ccco1)c1ccccc1O | 1828 | 1694
O=C1CN(C(=O)COc2ccc(F)cc2Br)c2ccccc2N1 | 1474 | 1870
COc1cc(NC(=S)NCCN2CCOCC2)cc(OC)c1OC | 1578 | 1766
S=C(NCCc1ccccc1)N/N=C/c1cccc(Cl)c1Cl | 1585 | 1895
CC(C)c1ccc(NC(=O)CSc2nc3c(c(=O)[nH]2)CCC3)cc1 | 1456 | 1653
CCn1c(N2CCN(C(=S)Nc3ccc(OC)cc3)CC2)nc2ccccc21 | 1610 | 1876
Cc1occc1-c1nnc(SCC(=O)Nc2ccccn2)o1 | 1425 | 1732
CCC(Sc1nc(-c2cccc(OC)c2)c(C#N)c(=O)[nH]1)C(=O)Nc1nnc(C(C)C)s1 (centres undefined) | 1713 | 1871
CNC(=O)COC(=O)CCC(=O)c1ccc(Cl)cc1 | 1464 | 1835
Nc1c([N+](=O)[O-])c(=O)sc2ccccc12 | 1399 | 1766
Nn1cnnc1N/N=C\c1ccc(-c2ccccc2[N+](=O)[O-])o1 | 1586 | 1814
O=C(N/N=C/c1cc([N+](=O)[O-])ccc1O)C12CC3CC(CC(C3)C1)C2 | 1474 | 1820
O=c1c2nnn(-c3cccc(F)c3)c2ncn1Cc1ccccn1 | 1588 | 1649
O=C(O)CCC(=O)NCc1ccc2[nH]c3c(c2c1)CCCC3 | 1587 | 1781

These rows are one share of the data, so the mix of outcomes need not match the whole.
